High-throughput results: PubChem, National Center for Advancing Translational Sciences (NCATS)
IMPase cell inh = qHTS Assay for Identifying the Cell-Membrane Permeable IMPase Inhibitors | inhibition (IP1 accumulation), % at 46.1 µM | Inositol monophosphatase 1 (Rattus norvegicus), P97697 | 120,000 tested, under 10 active | AID 901, 2007 | CHO-M1 cells, IP1 accumulation, HTRF TR-FRET ratio; active means well fitted curve in the direction sought with a large enough effect in the signal ratio, not every such curve was filed as active; inconclusive means small, poorly fitted or top-dose-only effect, or a change in a side signal; inactive means no such curve, though single readings can be large or run the other way; the % refers to the signal ratio;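 further: cells stimulated with carbachol in lithium chloride buffer; plate controls were DMSO basal wells for no effect and reference inhibitor wells for full effect; higher means more IMPase inhibition seen as more IP1 and lower FRET ratio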
Target sequence (P97697 whole entry, looked up): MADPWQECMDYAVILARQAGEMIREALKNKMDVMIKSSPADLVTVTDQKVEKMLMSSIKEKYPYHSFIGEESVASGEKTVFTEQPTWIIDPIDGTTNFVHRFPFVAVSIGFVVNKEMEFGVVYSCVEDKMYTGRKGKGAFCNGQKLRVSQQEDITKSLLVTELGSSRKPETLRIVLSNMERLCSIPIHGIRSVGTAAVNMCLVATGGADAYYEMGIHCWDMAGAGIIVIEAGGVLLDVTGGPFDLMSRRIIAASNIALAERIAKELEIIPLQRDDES
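The IP-One HTRF competitive assay in carbachol-stimulated CHO-M1 cells quantifies cellular IP1. Compounds spanned up to 46 uM final, and activity is expressed as AC50 from concentration-response fits of the ratio and donor data.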
15-hLO-2 inh = qHTS Assay for Inhibitors of 15-hLO-2 (15-human lipoxygenase 2). Polyunsaturated fatty acid lipoxygenase ALOX15B (Homo sapiens), O15296. purified 15hLO-2, xylenol orange hydroperoxide absorbance. Potency, µM (titrated, usually from 57.1 µM), for the others: at the top dose activity change, negative = inhibition, hits mostly inhibitors. 110,000 tested, 0.56% active. AID 881, 2007; further: potency means the concentration at half of the fitted maximal effect; nearly all actives have a fitted effect of over 60% in size; many of its hits are not listed in these tables
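Enzyme 50 nM, AA 45 uM, 25 mM Hepes pH 7.5 + 0.01% Triton X-100; cpd preinc 15 min RT, rxn 90 min RT; stop/detect with 200 uM XO + 300 uM Fe(II) in 50 mM H2SO4, 30 min; A573/A405.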
12-hLO inh = qHTS Assay for Inhibitors of 12-hLO (12-human lipoxygenase); Polyunsaturated fatty acid lipoxygenase ALOX12 (Homo sapiens), P18054; purified 12-hLO, xylenol orange hydroperoxide absorbance; Potency, µM (highest dose often 57.1 µM), for inactives: at the top dose activity change, negative = inhibition, most hits filed as inhibitors; 150,000 tested, 0.12% active; AID 1452, 2008; further: potency means the concentration at half of the fitted maximal effect; nearly all actives have a fitted effect of over 55% in size; many of its hits are not listed in these tables
Target sequence (P18054 whole entry, looked up): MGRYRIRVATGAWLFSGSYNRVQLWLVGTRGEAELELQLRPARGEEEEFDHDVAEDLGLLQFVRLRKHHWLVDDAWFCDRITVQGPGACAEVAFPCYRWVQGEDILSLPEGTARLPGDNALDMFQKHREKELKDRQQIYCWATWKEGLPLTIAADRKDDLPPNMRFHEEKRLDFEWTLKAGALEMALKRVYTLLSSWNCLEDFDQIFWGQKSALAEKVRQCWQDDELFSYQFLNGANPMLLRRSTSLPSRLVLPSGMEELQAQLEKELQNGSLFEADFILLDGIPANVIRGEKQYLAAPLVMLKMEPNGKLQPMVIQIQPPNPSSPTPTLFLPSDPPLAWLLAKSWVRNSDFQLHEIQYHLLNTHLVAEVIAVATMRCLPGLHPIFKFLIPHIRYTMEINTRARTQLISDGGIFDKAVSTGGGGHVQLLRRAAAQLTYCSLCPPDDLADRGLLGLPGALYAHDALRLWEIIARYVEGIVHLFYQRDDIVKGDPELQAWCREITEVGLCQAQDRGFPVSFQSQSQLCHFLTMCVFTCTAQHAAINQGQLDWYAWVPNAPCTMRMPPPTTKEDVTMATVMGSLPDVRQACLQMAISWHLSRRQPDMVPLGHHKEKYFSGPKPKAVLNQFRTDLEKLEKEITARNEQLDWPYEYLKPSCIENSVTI
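Purified human 12hLO (150 nM), preincubated 15 min with compound, then 40 uM arachidonic acid for 30 min, room temperature, Hepes pH 7.0 with 0.01% Triton X-100. Hydroperoxide detected by ferrous iron/xylenol orange; 573/405 nm absorbance ratio gives reaction progress.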
PNC inhibitor = High Content Assay for Compounds that inhibit the Assembly of the Perinucleolar Compartment | PC3M PTB-GFP, PNC prevalence imaging, 16 h; active compounds read low | activity change (PNC), negative = inhibition, % at 10 µM | 140,000 tested, 3.1% active | AID 2417, 2010;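 active means readout at or below -70, meaning at least 70% loss of cells showing the perinucleolar compartment, a nuclear body marking cancer cells; inconclusive means readout between -30 and a set limit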;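 further: plate controls were DMSO wells for no effect and camptothecin positive control wells for full effect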
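Read-out is percentage of cells bearing a perinucleolar compartment, from automated 20x imaging of fixed, Hoechst-stained PC3M PTB-GFP cells. Cells were seeded 4 h, then exposed 16 h to compound (23 nl of library stock) in duplicate plates.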
The depositor's hits bear a star; ? = inconclusive; / = not tested or not shown; [ ] = another dose, or the depositor's remark. Unless noted, the call rests on the fitted dose curve; in most records, active means well fitted curve in the direction sought with a large enough effect; inconclusive means small, poorly fitted or top-dose-only effect, or another doubt; inactive means no such curve, though single readings can be large; an effect the other way counts as inactive or inconclusive. Unless noted, on the % scale 0 is the no-effect control and ±100 the full control effect.

structure	IMPase cell inh	15-hLO-2 inh	12-hLO inh	PNC inhibitor
CC(NC(=O)C1CC12CCC2)c1ccccc1 (stereo unspecified)	/	/	5.8%	-12.4
Cc1ccc(S(=O)(=O)c2c(C)nn(C(C)(C)C)c2OC(=O)c2cccs2)cc1	13.2	?	-5.7%	32.1
COc1ccc2oc(-c3cccc(NC(=O)CSc4ccc(Cl)cc4)c3)nc2c1	0.8	/	-1.9%	15.7
O=[N+]([O-])c1ccc(O)c(/C=N/Nc2ccccn2)c1	4.1	/	-0.5%	44.7
CCCCOC(=O)CSc1nnc(N)s1	1.9	2.7%	8.6%	?
COc1cc(C2=NOC(C(=O)NCc3ccco3)C2)cc(OC)c1OC (stereo unspecified)	2.4	8.5%	5.9%	?
CC1=CCC[C@@H]2[C@@](C)(CC/C(C)=C/C(=O)O)[C@H](C)CC[C@@]12C	/	/	0.5%	19.5
Cc1nn(-c2ccccc2)c2sc(C(=O)N(CC(=O)NC(C)(C)C)Cc3ccco3)cc12	9.3	0.3%	0.6%	?
COc1ccc(NS(=O)(=O)c2ccc(NC(=S)NC(=O)c3cccc(F)c3)cc2)nn1	/	/	?	35.8
Cc1ccc2nc(N3CCN(C(=O)c4cccs4)CC3)c(C#N)cc2c1	9.2	-6.7%	-4.6%	-21.4
CC(=O)c1cccc(NS(=O)(=O)c2ccc(N/C=C/C(=O)c3ccc(F)cc3)cc2)c1	6.0	/	-2.4%	-16.9
COc1cc(NC(=O)COc2ccc(-n3cnnn3)cc2)c(OC)cc1Cl	8.8	-15.3%	-4.5%	?
COc1cccc(C(=O)/C=C/Nc2ccc(S(=O)(=O)Nc3ncccn3)cc2)c1	/	/	-6.1%	28.4
COc1cccc(OC)c1C(=O)Nc1ccc(S(=O)(=O)Nc2cc(C)nc(C)n2)cc1	3.2	1.6%	1.9%	-9.2
CN(Cc1ccccc1)C(=O)CCSc1nc(-c2ccc3c(c2)OCO3)cc(C(F)(F)F)n1	7.4	/	3.2%	32.4
O=C(Nc1cccc(CCc2ccccn2)c1)c1cc(F)c(F)cc1Cl	/	/	-3.8%	1.5
CC1(C)C(=O)Nc2ccccc2N1C(=O)CN1C(=O)c2ccccc2C1=O	9.7	3.7%	2.8%	-28.8
Cc1ccc(S(=O)(=O)NCC(=O)N(CCc2ccccc2)CC(=O)NCc2ccco2)cc1	5.6	-17.8%	-10.3%	-15.6
O=C(Nc1ccc(-c2nc3ccccc3[nH]2)cc1)c1ccc(N2C(=O)CCC2=O)cc1	/	/	-2.4%	17.5
CCN(CC)CCCNC(=O)Cn1cc2c(n1)CCC(C)C2 (stereo unspecified)	4.1	/	2.7%	33.0

Reprinted from the part before: five entries, then new ones.
structure	IMPase cell inh	15-hLO-2 inh	12-hLO inh	PNC inhibitor
O=C(Nc1cccc(CCc2ccccn2)c1)c1cc(F)c(F)cc1Cl	/	/	-3.8%	1.5
CC1(C)C(=O)Nc2ccccc2N1C(=O)CN1C(=O)c2ccccc2C1=O	9.7	3.7%	2.8%	-28.8
Cc1ccc(S(=O)(=O)NCC(=O)N(CCc2ccccc2)CC(=O)NCc2ccco2)cc1	5.6	-17.8%	-10.3%	-15.6
O=C(Nc1ccc(-c2nc3ccccc3[nH]2)cc1)c1ccc(N2C(=O)CCC2=O)cc1	/	/	-2.4%	17.5
CCN(CC)CCCNC(=O)Cn1cc2c(n1)CCC(C)C2 (stereo unspecified)	4.1	/	2.7%	33.0
Clc1ccc(SCCCCN2CCNCC2)cc1	/	/	-18.1%	50.8
Cc1cccc(N2CCN(c3ccc(N4C(=O)CCCC4=O)cc3[N+](=O)[O-])CC2C)c1 (stereo unspecified)	/	/	3.1%	-26.4
COc1ccc(CNc2nc3ccccc3n2CCN2CCOCC2)cc1	?	/	1.6%	?
CCNC(=O)c1ccccc1NC(=O)c1cccc(S(=O)(=O)N2CCC(C)CC2)c1	12.4	2.4%	-9.0%	47.6
Cc1cc(-n2c(SCC(=O)NCc3cccs3)nc3n[nH]c(C)c3c2=N)ccc1Cl	0.9	2.3%	-0.3%	19.6
COc1ccc(Br)cc1C(=O)O	-6.3	-5.4%	-8.8%	27.8
COc1ccc(-n2nnnc2SCC(=O)N2CCCc3ccccc32)cc1OC	5.9	/	-2.9%	0.1
O=C(CSc1nnc(CCc2nc3ccccc3[nH]2)n1-c1ccccc1)NCc1ccccc1	7.2	/	2.5%	-12.7
COc1ccccc1C(=O)Nc1ncc2c(n1)CC(c1ccco1)CC2=O (stereo unspecified)	-1.9	-10.3%	-9.1%	-2.9
COc1cc(SC)ccc1C(=O)Nc1ccon1	0.7	-10.7%	1.6%	?
Cc1ccc(S(=O)(=O)N2CCC(C(=O)N[C@@H](C)C(=O)Nc3ccc4c(c3)OCO4)CC2)cc1	8.6	-10.9%	-7.1%	-14.3
CC(=O)Nc1nc(CC(=O)c2ccccc2)cs1	-5.5	-9.7%	-3.0%	-8.5
CN(C)c1ccc(C(=O)c2ccccc2C(=O)O)c(O)c1	-6.7	-7.6%	-3.0%	-3.3
Brc1ccc(CSc2ncn[nH]2)cc1	8.0	0.9%	-11.0%	?
O=C/C(=C\Nc1ccccn1)c1nc2ccccc2o1	6.4	/	-1.4%	-17.0
COc1ccccc1-c1cc(N)n[nH]1	-3.7	22.2%	-5.9%	-0.8
COc1ccc(/C=N/c2oc(-c3ccccc3)cc2C#N)cc1OC	-5.5	-21.7%	-27.5%	-0.3
Cc1nc(/N=C(\N)NC(=O)N2c3ccccc3Sc3ccccc32)nc2ccccc12	/	/	-10.7%	-6.0
Cc1ccc(S(=O)(=O)N2CCN(C(=O)CSc3nnnn3C)C2)cc1	-3.2	-1.7%	-5.6%	?
C=CCSc1nnc(-c2ccccc2NC(C)=O)c(=O)[nH]1	-4.9	/	5.3%	-14.2

Part of the list above, set out differently.
COc1cc(SC)ccc1C(=O)Nc1ccon1
  IMPase cell inh = 0.7	15-hLO-2 inh = -10.7%	12-hLO inh = 1.6%	PNC inhibitor = ?

Cc1ccc(S(=O)(=O)N2CCC(C(=O)N[C@@H](C)C(=O)Nc3ccc4c(c3)OCO4)CC2)cc1
  IMPase cell inh = 8.6	15-hLO-2 inh = -10.9%	12-hLO inh = -7.1%	PNC inhibitor = -14.3

The listing continues:
structure	IMPase cell inh	15-hLO-2 inh	12-hLO inh	PNC inhibitor
CCOc1cccc(-c2csc(C3COc4ccccc4O3)n2)c1 (stereo unspecified)	/	/	2.1%	9.3
O=C(O)c1ccccc1O	/	-11.6%[0.0915 µM]	0.8%	?
Cc1cccc(/C=N\NC(=O)c2csnn2)c1	8.3	-0.8%	-3.5%	16.2
CCCSc1nnc(-c2c[nH]c3ccccc23)n1CC	6.3	2.7%	8.8%	?
COc1ccccc1NC(=O)CN1CCN(c2ccccn2)CC1	11.5	/	6.3%	5.6
Cn1nc(-c2ccc(Cl)cc2)c2cc(C(=O)N3CCN(c4ccccc4)CC3)sc21	0.1	-1.5%	-0.1%	15.2
COc1ccccc1C(c1nnnn1CC1CCCO1)N1CCC(C(N)=O)CC1 (stereo unspecified)	-3.3	/	3.3%	-100.0*
COc1ccc(/C=C(\C#N)C(=O)NCc2cccs2)cc1OC	/	/	-5.1%	-14.6
O=C(NCCCN1CCOCC1)c1ccc(Sc2ccccc2Cl)c([N+](=O)[O-])c1	2.8	/	-3.3%	-29.7
Cc1cc(C)cc(Nc2nc3c(S(=O)(=O)c4ccccc4)nnn3c3ccccc23)c1	/	/	-4.1%	-19.4
CCOC(=O)N1CCN(C(=O)c2nc3ccccc3s2)CC1	1.3	-6.6%	-0.1%	?
C#CC[N+]1(CC#Cc2ccc(C#CC[N+]3(CC#C)CCOCC3)cc2)CCOCC1	8.5	/	-5.1%	?
O=C(CSCc1c(Cl)cccc1Cl)Nc1ccccc1-c1ccccc1	/	/	-0.4%	1.1
Cc1ccc(-c2nnc(N(C)C(=O)C3CCCO3)s2)cn1 (stereo unspecified)	-2.2	-4.4%	-4.0%	29.3
Cc1cccc(N2CCCn3c2nc2c3c(=O)n(CC(=O)OCc3ccccc3)c(=O)n2C)c1	-3.1	-11.0%	1.2%	?
CCc1ccc(NC(=O)Nc2cccs2)cc1	4.6	-27.4%	-22.3%	-4.5
CCC(=O)OCC(=O)C1(OC(=O)CC)C(C)CC2C3C(Cl)CC4=CC(=O)C=C[C@@]4(C)C3C(O)C[C@@]21C (stereo partly specified)	/	-7.5%	-0.3%	/
COCCN(C(=O)C(F)(F)F)C(C(=O)NC1CCCCC1)c1ccco1 (stereo unspecified)	-7.8	-4.3%	0.7%	?
Cc1ccc(COc2coc(CO)cc2=O)cc1	6.6	6.4%	-12.4%	34.9
Cc1ccc2c(c1)NC(=O)C(CC(=O)Nc1ccc(CN3CCC(C)CC3)cc1)O2 (stereo unspecified)	28.4	10.1%	3.3%	15.1
CC1CCN(C(=O)CSc2nc3[nH]ncc3c(=O)[nH]2)CC1	-5.1	/	-5.6%	?
COc1ccc(C(=O)NC2(C(F)(F)F)N=C3SCCN3C2=O)cc1 (stereo unspecified)	13.8	-10.8%	-1.3%	?
O=C(Nc1cc2c(ccc3ccccc32)oc1=O)C1CCCCC1	2.0	-11.6%	3.1%	-17.7
Cn1c(SCC(=O)N2CCCc3ccccc32)nnc1-c1ccccc1	13.9	-11.8%	-2.6%	6.1
COc1ccc(C)cc1NC(=O)CN(C)S(=O)(=O)c1cccs1	-2.2	-0.3%	-1.7%	-14.3
N#Cc1ccc(NC(=O)N2CCC(c3nc4c(nnn4Cc4cccc(Cl)c4)c(=O)[nH]3)CC2)cc1	-1.8	-7.0%	-11.3%	-23.8
O=C(Nc1cccc(F)c1)c1cc(S(=O)(=O)NCCC2=CCCCC2)ccc1F	5.6	/	-9.5%	?
COc1cc(C(=O)Nc2ccc3c(c2)Cc2cc(NC(=O)c4cc(OC)c(OC)c(OC)c4)ccc2-3)cc(OC)c1OC	-13.7	/	-1.5%	7.8
CNCC[C@@H](Oc1ccccc1C)c1ccccc1	10.7	33.0%[activator]	2.4%	/
COc1cc2ccc(=O)oc2c(O)c1OCC=C(C)C	9.8	-8.2%	-11.6%	18.7
CC(C)CC(=O)NC(=S)NCc1ccccc1	/	/	-11.3%	45.5
CC(C)C(=O)NC(=S)Nc1ccc(S(=O)(=O)NC(C)(C)C)cc1	7.3	-12.7%	-7.6%	-107.4*
C[n+]1ccn(CC(=O)c2ccc(Cl)cc2)c1	/	/	2.2%	6.5
Cn1c(=O)c2c(nc(N/N=C/c3ccc(OC(=O)c4ccco4)cc3)n2Cc2ccccc2Cl)n(C)c1=O	/	/	2.5%	-10.8
CCOC(=O)c1c(C)[nH]c(C(=O)COC(=O)c2ccc(N3CCCC3=O)cc2)c1C	3.4	-1.9%	2.3%	?
CC(=O)N1N=C(c2ccc(C)o2)CC1c1ccc(Br)cc1 (stereo unspecified)	-3.2	-11.4%	2.2%	20.5

Some of the compounds tested; count on the stated rates, not on these rows.
